AHR act: activates the human aryl hydrocarbon receptor; actives 2.5% (n = 320,000); AHR-responsive luciferase reporter cells, luminescence; activation, % at 5 µM; AID 2796; in the data active = activation above about 47%;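 also: 0% = vehicle wells and 100% = reference agonist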
Target sequence (P35869 whole entry, looked up): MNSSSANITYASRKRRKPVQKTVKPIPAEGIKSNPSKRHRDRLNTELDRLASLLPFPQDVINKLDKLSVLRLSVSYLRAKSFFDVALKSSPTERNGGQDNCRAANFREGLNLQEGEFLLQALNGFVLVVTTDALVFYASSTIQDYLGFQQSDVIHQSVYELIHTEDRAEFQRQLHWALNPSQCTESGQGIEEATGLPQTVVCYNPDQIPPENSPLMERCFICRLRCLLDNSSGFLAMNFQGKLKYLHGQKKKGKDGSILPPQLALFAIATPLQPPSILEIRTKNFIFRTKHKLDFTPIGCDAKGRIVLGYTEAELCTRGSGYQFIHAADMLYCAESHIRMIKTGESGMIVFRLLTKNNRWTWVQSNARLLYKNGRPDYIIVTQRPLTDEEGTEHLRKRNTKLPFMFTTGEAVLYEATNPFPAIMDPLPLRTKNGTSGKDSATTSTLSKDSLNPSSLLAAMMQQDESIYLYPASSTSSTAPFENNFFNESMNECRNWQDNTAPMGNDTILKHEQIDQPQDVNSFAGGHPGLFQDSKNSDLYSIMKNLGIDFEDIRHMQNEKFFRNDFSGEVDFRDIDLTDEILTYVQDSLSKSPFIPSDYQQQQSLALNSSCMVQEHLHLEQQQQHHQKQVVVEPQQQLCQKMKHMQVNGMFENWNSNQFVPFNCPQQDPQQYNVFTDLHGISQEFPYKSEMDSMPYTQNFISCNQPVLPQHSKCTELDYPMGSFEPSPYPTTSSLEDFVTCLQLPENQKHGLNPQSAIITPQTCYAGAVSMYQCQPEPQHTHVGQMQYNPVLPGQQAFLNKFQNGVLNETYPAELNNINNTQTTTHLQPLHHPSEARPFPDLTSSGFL
proCasp7 act: activates human procaspase-7, counter-screen for procaspase-3 activators. recombinant procaspase-7, Ac-DEVD-pNA absorbance 405 nm; D23A/D198A/D206A triple mutant, cannot self-cleave; scale: DMSO 0, 5 µM enzyme 100. activation, % at 8.5 µM. AID 463210. actives 0.093% (n = 330,000). P55210;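 active = percent activation above the screen-wide mean plus 3 SD, cut at about 25% in these data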
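Replicates: singlicate. Assay system: Procaspase-7 triple mutant (PC-7 D3A). Signal: 405 nm absorbance of p-nitroaniline. Times: 1 h preincubation, 2 h reaction. Buffer or medium: Zinc-free HEPES pH 7.4 with 300 mM NaCl, 0.01% Triton X-100. Also added: DEVD-pNA substrate. Benchmarks: DMSO wells as 0%, DMSO with 5 µM added PC-7 as 100%.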
proCasp3 act: activators of human procaspase-3 | activation, % at 8.5 µM | recombinant procaspase-3 D3A, Ac-DEVD-pNA absorbance 405 nm | P42574 | actives 0.11% (n = 330,000);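 active = activation above the mean of all tested compounds plus 3 SD, cut at about 21% in these data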;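 also: 0% = DMSO alone and 100% = DMSO wells spiked with extra 5 µM PC-3 D3A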
Target sequence (P42574 whole entry D9A/D28A/D175A): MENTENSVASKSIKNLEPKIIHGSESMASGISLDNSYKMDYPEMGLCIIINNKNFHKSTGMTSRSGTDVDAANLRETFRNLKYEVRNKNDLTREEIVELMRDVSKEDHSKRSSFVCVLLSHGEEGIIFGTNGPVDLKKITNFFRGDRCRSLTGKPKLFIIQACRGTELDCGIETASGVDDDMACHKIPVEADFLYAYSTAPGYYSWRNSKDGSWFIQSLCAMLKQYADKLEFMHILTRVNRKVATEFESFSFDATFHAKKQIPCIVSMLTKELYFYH
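Compound: 8.5 µM single point, 0.8% DMSO / Material: Autoprocessing-dead procaspase-3 D3A mutant enzyme / Timing: 1 h preincubation plus 2 h reaction at 25 °C / Medium: Zinc-free HEPES/NaCl buffer with 0.01% Triton X-100 at pH 7.4 / Technique: 405 nm absorbance of p-nitroaniline, reads at 0 and 120 min / Repeats: one well per compound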
CIT2 TOR yeast: modulators of TOR pathway CIT2-GFP in S. cerevisiae | S. cerevisiae CIT2-GFP strain, flow cytometry, 3 h; 100 means same as DMSO wells | GFP response vs DMSO, % at 10 µM | actives 0.065% (n = 320,000);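 active = GFP response relative to DMSO above a set limit, near the screen mean plus 3 SD, cut at about 150% in these data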;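 also: ratio of well median GFP fluorescence to mean of DMSO wells on the plate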
AGP1 TOR yeast: modulators of TOR pathway AGP1-GFP in S. cerevisiae | actives 0.02% (n = 320,000) | AID 2066 | S. cerevisiae AGP1-GFP multiplex flow cytometry, 3 h; GFP as percent of DMSO wells | GFP response vs DMSO, % at 10 µM;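 active = GFP response relative to DMSO above a set limit, near screen average plus 3 SD, cut at about 150% in these data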;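 also: median GFP channel fluorescence of the gated AGP1 strain per well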
LAP4-GFP MLPCN: alters LAP4-GFP fluorescence in TOR pathway yeast screen; GFP response vs DMSO, % at 10 µM; AID 2023; S. cerevisiae LAP4-GFP multiplex, flow cytometry GFP, 3 h; median GFP as percent of DMSO wells; actives 0.34% (n = 320,000);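 active = GFP response vs DMSO above a set limit, about the screen mean plus 3 SD, cut at about 150% in these data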
RPL19A TOR yeast: alters RPL19A-GFP fluorescence in TOR pathway yeast screen; S. cerevisiae RPL19A-GFP strain, flow cytometry, 3 h; active compounds read low; percent response vs DMSO, % at 10 µM; AID 2025; actives 0.3% (n = 330,000);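 active = percent response vs DMSO below 50%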;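 also: median channel GFP fluorescence of the barcoded RPL19A-GFP strain; ratio of sample median GFP to plate DMSO average so 100% = DMSO; lower means less RPL19A-GFP as with rapamycin TOR inhibition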
MEP2-GFP yeast: alters MEP2-GFP fluorescence in TOR pathway yeast screen; S. cerevisiae MEP2-GFP strain, flow cytometry GFP, 3 h; 100% = DMSO control level; GFP response vs DMSO, % at 10 µM; actives 0.51% (n = 330,000); AID 2016;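 active = GFP response versus DMSO above a set limit, roughly screen mean plus 3 SD, cut at about 180% in these data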;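 also: median GFP fluorescence of the barcode-gated MEP2-GFP cells per well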
* hit, by the source's call; / = no result given; + = active, no number; & = joins results of further samples; ! = not confirmed by another sample. Rows are unselected; about 3.5% have a hit in one of these screens.

SMILES	AHR act	proCasp7 act	proCasp3 act	CIT2 TOR yeast	AGP1 TOR yeast	LAP4-GFP MLPCN	RPL19A TOR yeast	MEP2-GFP yeast
CN(C)c1ccccc1C(=O)c1ccccc1N(C)C	16	-11	-7	98	101	104	99	100
CC1CCCN(S(=O)(=O)c2cc3c4c(c2)CCN4C(=O)CC3)C1 (stereo unspecified)	3	-1	2	97	103	99	100	102
COCCNC(=S)N1CCC(c2nc(-c3ccc(F)cc3)no2)CC1	0	10	4	101	104	101	97	98
COc1ccccc1CNCC(=O)Nc1ccccc1-n1cccc1	10	-2	0	95	92	86	91	92
OC(COc1ccccc1)Cn1c2ccccc2c2ccccc21 (stereo unspecified)	39	8	4	84	114	118	96	90
CCOC(=O)C1=C(COC(=O)CNC(=O)c2ccc(C(C)(C)C)cc2)NC(=O)NC1C (stereo unspecified)	1	2	6	92	104	102	97	99
Cc1ccc(/C=N/Nc2ccc3ccccc3n2)o1	35	-12	-4	94	92	87	97	95
O=C(O)CCCCCNC(=O)OCC1c2ccccc2-c2ccccc21	0	7	-4	96	97	113	104	108
O=C(Nc1ccccc1C(=O)NCCc1ccccc1)c1cnccn1	61*	5	5	95	94	92	96	99
O=C(CCl)N(CCCNC(=O)C(F)(F)F)c1ccc([N+](=O)[O-])cc1	2	-3	-3	109	111	109	99	100
CCCC(=O)Nc1ccc2nc(SCC(=O)N3CCCC3)sc2c1	10	6	6	103	99	107	98	118
COc1cc(/C=N/NC(=O)CCn2nc(C)cc2C)ccc1O	1	-2	-1	116	98	86	97	97
Cc1cc(/C=N\NC(=O)CC(=O)NC2CCCCC2)c(C)n1-c1cccc(Cl)c1Cl	5	0	5	95	103	97	107	101
Nc1ccccc1SCC(=O)Nc1ccc2c(c1)OCCO2	14	-5	-1	95	96	92	95	97
O=C(O)c1cc(-c2ccc(Cl)c(Cl)c2)n(-c2ccc(F)cc2)n1	1	7	0	103	97	93	103	107
O=C(NCCCn1ccnc1)/C(=C\c1ccc(Br)cc1)NC(=O)c1ccccc1	9	-19	-20	114	120	106	112	110
O=C(Nc1cc2cccc([N+](=O)[O-])c2oc1=O)c1cccs1	4	5	-1	96	95	94	100	104
CN(C)C1=NCCN1CCc1ccccc1	0	3	-9	91	91	97	100	98
COc1ccc(-c2nsc(C(=O)N(c3ccc(F)cc3)C(C(=O)NC3CCCC3)c3ccc(OC)cc3)c2N)cc1 (stereo unspecified)	-1	8	2	101	98	93	98	101
O=C(CSc1nnc(-c2ccccc2)n1Cc1ccccc1)N1CCOCC1	-2	9	-9	90	95	96	96	95
CC(C)OCCCNC(=O)C(C)Oc1ccccc1 (stereo unspecified)	2	-5	12	103	104	97	100	103
CCCn1nc(C(=O)OCC(=O)c2ccc3c(c2)NC(=O)CO3)c2ccccc2c1=O	2	4	1	169*	254*	346*	60	+
CCOC(=O)c1[nH]c(C)c(C(=O)NC2CCCCC2)c1C	11	3	7	105	101	99	98	97
Cc1cc(C(=O)OCc2nc3ccccc3s2)c(C)o1	2	10	-2	96	93	88	95	100
CC(=O)c1ccc([N+](=O)[O-])cc1	-2	16	11	88	96	103	98	94
The list continues.
SMILES	AHR act	proCasp7 act	proCasp3 act	CIT2 TOR yeast	AGP1 TOR yeast	LAP4-GFP MLPCN	RPL19A TOR yeast	MEP2-GFP yeast
CC(C)Cn1c(N)c(C(=O)COC(=O)c2ccccc2C(=O)c2ccccc2)c(=O)n(C)c1=O	-1	12	-6	96	98	95	94	98
COc1ccc(O)c(CN2CCC(n3nccc3NC(=O)c3ccccc3Cl)CC2)c1	/	/	/	92	92	87	107	107
CC(NS(=O)(=O)c1ccccc1Cl)C1CC2CCC1C2 (stereo unspecified)	-4	5	-4	85	87	74	96	90
COc1cc(OC)cc(-c2nnc(SCC(=O)N3CCOCC3)o2)c1	22	2	-5	106	108	104	100	112
COc1ccc(Br)cc1Cn1nnc(C(=O)Nc2ccc3c(c2)OCCO3)c1N	60*	2	-35	109	109	99	104	104
CC(C)NC(=O)CCCN1C(=O)c2ccccc2Sc2ncccc21	0	8	-8	100	93	92	101	115
CCS(=O)(=O)N1Cc2ccccc2CC1C(=O)N(C)Cc1ccc(OC)c(F)c1 (stereo unspecified)	0	-5	1	94	97	104	96	93
CS(=O)(=O)c1cccc(-c2nnc(NC(=O)c3ccc(S(=O)(=O)N4CCCC4)cc3)o2)c1	-4	12	7	106	112	103	103	102
CCOc1ncccc1C(=O)OCC(=O)NCc1cccs1	1	-1	5	104	99	99	100	96
CC(=O)CCc1c(C)nc2ccc(C)cc2c1Cl	-3	-4	9	93	93	97	93	93
CCOc1ccc(CCNC(=O)COC(=O)COc2cc(C)cc(C)c2)cc1OCC	1	-2	8	99	103	103	100	96
CCOC(=O)CC(=O)CSc1nc(C)cc(C)c1C#N	16	-4	3	103	101	97	102	101
CCCCNC(=S)NNC(=O)c1csc(C)c1	0	-15	-1	117	108	104	109	101
CCN(CC)C(=O)c1sc2nc(-c3cccs3)cc(-c3cccs3)c2c1N	5	-8	-7	96	101	112	98	92
COc1ccc(N2CCN(C3CCCCC3NS(=O)(=O)c3ccccc3)CC2)cc1 (stereo unspecified)	0	-5	4	101	104	111	102	107
CCCCC(=O)NC(=S)Nc1cccc(C(=O)O)c1	2	-3	-4	96	97	90	96	97
COc1ccc(Nc2nc(N)nc(CSC(=S)N3CCCCC3)n2)cc1	17	17	0	85	84	81	81	99
CCOC(CNC(=O)Cn1nc(Cc2ccncc2)c2ccccc2c1=O)OCC	-1	17	-1	110	98	103	104	97
CC(=O)c1cccc(NS(=O)(=O)c2cc(-c3cnc(C4CC4)o3)ccc2C)c1	8	0	3	103	91	92	93	89
O=C(Nc1ncc(Cc2ccccc2Cl)s1)c1ccc(-c2cccc([N+](=O)[O-])c2)o1	-4	-8	5	100	96	91	102	97
COc1ccc2nc(SCC(=O)Nc3c(C)cc(C)cc3C)[nH]c2c1	10	-1	-5	92	102	99	100	101
Cn1c(=O)c2c(nc(NCc3ccc4c(c3)OCO4)n2Cc2ccccc2)n(C)c1=O	0	7	4	104	110	110	101	104
O=C(CCCc1nc(-c2ccccc2)no1)NC1CCCCC1	1	7	-6	106	99	98	102	104
CCn1c(=O)cc(SCC(=O)Nc2cccc(SC)c2)c2ccccc21	-5	0	2	96	108	100	96	103
COC(=O)C1=C(C)NC(=S)NC1c1ccc(-c2ccccc2C(=O)OC)o1 (stereo unspecified)	2	-9	-15	98	100	98	93	103

Record cards, as listed above. Values in the order: AHR act | proCasp7 act | proCasp3 act | CIT2 TOR yeast | AGP1 TOR yeast | LAP4-GFP MLPCN | RPL19A TOR yeast | MEP2-GFP yeast
CCCCC(=O)NC(=S)Nc1cccc(C(=O)O)c1 across the screens: 2 | -3 | -4 | 96 | 97 | 90 | 96 | 97
COC(=O)C1=C(C)NC(=S)NC1c1ccc(-c2ccccc2C(=O)OC)o1 (stereo unspecified) across the screens: 2 | -9 | -15 | 98 | 100 | 98 | 93 | 103
CCN(CC)C(=O)c1sc2nc(-c3cccs3)cc(-c3cccs3)c2c1N across the screens: 5 | -8 | -7 | 96 | 101 | 112 | 98 | 92

Next structures.
SMILES	AHR act	proCasp7 act	proCasp3 act	CIT2 TOR yeast	AGP1 TOR yeast	LAP4-GFP MLPCN	RPL19A TOR yeast	MEP2-GFP yeast
O=C(NCc1ccc(Cl)cc1)c1n[nH]c([N+](=O)[O-])c1Cl	4	-5	9	101	97	96	102	102
CCCn1c(=S)[nH]c2cc(C(=O)N3CCN(C(=O)OCC)CC3)ccc2c1=O	1	0	-5	108	104	97	100	105
O=C(Nc1nccs1)[C@@H]1CCCN1S(=O)(=O)c1ccc(Cl)cc1	2	11	2	101	101	97	102	111
COc1cc(SC)ccc1C(=O)Nc1nccs1	52*	-4	-8	97	89	120	87	97
COc1ccc(C(c2nnnn2C(C)(C)C)N2CCN(C(=O)c3ccco3)CC2)cc1 (stereo unspecified)	4	0	2	102	97	83	104	87
O=C(OCCOc1ccccc1)c1cccc(S(=O)(=O)N2CCOCC2)c1	-1	0	1	106	88	94	91	102
COC(=O)Nc1ccc2c(c1)N(C(=O)CCN1CCN3CCCC3C1)c1ccccc1CC2 (stereo unspecified)	1&0	-3&-5	5&3	100	131&95	157*!	80&101	229*!
CC(=O)Nc1nc2cc(N)ccc2s1	14	-3	9	102	98	106	97	91
COc1ccc(-c2cn(Cc3ccc4c(c3)C(=O)c3ccccc3C4=O)nn2)cc1	-4	-6	10	101	91	120	101	90
CC1=CC(C)(C)NC(=S)N1c1ccccc1C	-2	2	-2	95	99	98	98	93
Cc1csc2c(N3CCN(C(=O)Nc4ccc(OC(F)(F)F)cc4)CC3)ncnc12	-5	-7	5	101	98	104	100	106
O=C(C1CCC1)N1CCc2cc(S(=O)(=O)N3CCc4ccccc4C3)ccc21	0	2	8	97	105	100	99	105
N#C/C(=C/N1CCOCC1)c1ccccc1	7	-4	1	92	96	98	97	96
Cc1ccc(C(=O)N/C(=C/c2ccco2)C(=O)Nc2cccc(C(=O)O)c2)cc1	35	-1	-3	98	99	93	107	92
CC(=O)c1sc(NCCOc2ccc(C)cc2)nc1C	-1	-14	1	95	97	96	104	92
Cc1ccn2c(=O)nc(SCC(=O)NCc3ccccc3)nc2c1	-2	5	6	93	110	105	101	97
NS(=O)(=O)c1ccc(CNC(=O)c2ccc(S(=O)(=O)C(F)F)cc2)cc1	0	8	6	100	111	107	107	102
COc1ccc(N2CCN(Cc3nc4c(c(=O)[nH]c(=O)n4C)n3Cc3cccc(Cl)c3)CC2)cc1	1	-1	9	105	107	104	101	105
Cc1ccc(N(CC(=O)Nc2c(C)n(C)n(-c3ccccc3)c2=O)S(C)(=O)=O)cc1C	-2	9	4	92	102	94	98	103
Cn1nnc(NC(=S)NC(=O)c2cccs2)n1	2	-24	-28	109	108	102	109	101
O=C(CSc1ccc(-c2ccco2)nn1)N1CCCC1	2	-15	-3	94	108	107	102	99
CC(OC(=O)Cc1c[nH]c2ccccc12)C(=O)Nc1ccccc1F (stereo unspecified)	10	6	-8	106	101	97	98	96
O=C(OCc1ccccc1Cl)C1CC(=O)N(Cc2ccco2)C1 (stereo unspecified)	0	7	4	103	112	110	104	112
O=C(c1ccco1)N1CCN(C(=O)c2cccs2)CC1	1	2	-3	104	101	102	104	104
Cc1noc(C)c1CS(=O)(=O)Cc1ccc(Cl)cc1	-3	-2	-6	96	100	97	100	99
Cc1onc(-c2ccccc2Cl)c1-c1nc(-c2ccncc2)no1	1	7	0	88	92	103	97	95
O=C(Nc1ccc(S(=O)(=O)N2CCCCC2)cc1)c1ccccc1Cl	2	0	-1	/	100	100	97	100
COc1ccccc1OCc1cc(C(=O)N2CCN(C)C(c3ccccc3)C2)no1 (stereo unspecified)	4	0	-5	92	95	107	96	97
Cc1cc(C)c(C#N)c(SCC2COc3ccccc3O2)n1 (stereo unspecified)	15	1	2	95	92	90	96	97

Some values from the results shown.
Cc1ccc(C(=O)N/C(=C/c2ccco2)C(=O)Nc2cccc(C(=O)O)c2)cc1 in RPL19A TOR yeast shows 107
CC(OC(=O)Cc1c[nH]c2ccccc12)C(=O)Nc1ccccc1F (stereo unspecified) in AGP1 TOR yeast shows 101
Cc1noc(C)c1CS(=O)(=O)Cc1ccc(Cl)cc1 in AGP1 TOR yeast shows 100
O=C(Nc1ccc(S(=O)(=O)N2CCCCC2)cc1)c1ccccc1Cl in MEP2-GFP yeast shows 100
